XBP1 UPR activ – activators of adaptive arm of unfolded protein response (XBP1); activation, % at 20 µM; CHO-XBP1 luciferase reporter, IRE1-XBP1 UPR activation, luminescence; percent of tunicamycin response, DMSO as zero; actives 0.33% (n = 330,000);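 active = versus positive control, 20 µM dose yields 30% or more activation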;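 note: 100% = tunicamycin at 10 µg/mL and 0% = DMSO only wells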
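Material: IRE1-XBP1 luciferase reporter CHO line / Quantity: one thousand reporter cells per well / Buffer or medium: F12 with 10% serum / Compound: 20 µM single concentration, DMSO 1% / Times: 6 h treatment, 37 °C / Detection: Steady-Glo luciferase glow luminescence, 10 min after reagent addition / Benchmarks: tunicamycin high, DMSO low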
697 NFkB inh – inhibitors of the PMA/ionomycin-induced NF-kB reporter in 697 B cells. actives 0.33% (n = 330,000). inhibition, % at 4 µM. 697 B-cell NF-kB luciferase reporter, 16 h; in the data active = inhibition above about 35%
Gli-Sufu block – blocks Gli-Sufu signaling in a luciferase reporter; actives 0.74% (n = 340,000); AID 588413; Sufu-KO-LIGHT fibroblasts, Gli luciferase reporter luminescence; inhibition, % at 5 µM;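 active = inhibition above about 55%, limit read from the data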;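 note: 0% = DMSO-treated cells and 100% = wells with medium but no cells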
Jurkat NFkB inh – inhibitors of the PMA/ionomycin-induced NF-kB reporter in Jurkat cells. actives 0.53% (n = 330,000). PMA/ionomycin-induced NF-kB luciferase reporter, luminescence. inhibition, % at 4 µM. AID 435003; in the data active = inhibition above about 50%
CXCR6 inh – CXCR6 (human) receptor inhibition | inhibition, % at 20 µM | actives 0.36% (n = 360,000) | CHO-K1 PathHunter CXCR6 beta-arrestin, luminescence | O00574 | AID 602244; in the data active = inhibition above about 34%, passing the limit was not always enough;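 note: antagonist mode with CXCL16 agonist at 10 nM final; 0% = 10 nM CXCL16 with DMSO and 100% = unstimulated wells without agonist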
EBI2 block – blocks human EBI2 receptor beta-arrestin signaling. AID 651636. P32249. inhibition, % at 5 µM. EBI2 beta-arrestin recruitment, luminescence, 7a,25-OHC stimulated. actives 0.81% (n = 360,000); in the data active = inhibition above about 38%;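 note: enzyme fragment complementation signal reports receptor beta-arrestin coupling in cells; 0% = agonist plus DMSO wells and 100% = wells without agonist; some results beyond the cut were filed as inactive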
CCR6 antagonist – CCR6 (human) receptor antagonism. inhibition, % at 20 µM. CHO-K1 CCR6 PathHunter beta-arrestin, luminescence, CCL20-stimulated. actives 0.49% (n = 340,000);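 active = compounds whose inhibition of the agonist-driven luminescence signal at 20 µM reaches about 50%, limit read from the data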;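 note: cells stimulated with CCL20 at 14 nM final; plate controls were DMSO with CCL20 for no effect and DMSO without agonist for full effect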
UPR CHOP act – apoptotic UPR (CHOP) activation; CHO-CHOP luciferase reporter, luminescence; percent of tunicamycin response over DMSO baseline; activation, % at 10 µM; actives 0.34% (n = 330,000);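 active = at 10 µM dose, activation of 40% or more, normalized to positive control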;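 note: 100% = tunicamycin at 10 µg/mL and 0% = DMSO alone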
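Evaluation: % reporter activation, DMSO baseline versus tunicamycin full activation; System: CHO-CHOP luciferase reporter cell line; Input: 500 cells/well; Incubation: 6 h compound treatment, 37 °C; Measured by: Steady-Glo luciferase luminescence; Dosing: one dose, 10 µM in 0.5% DMSO; Buffer or medium: F12 medium, 10% FBS; Benchmarks: positive tunicamycin 10 µg/mL, negative DMSO alone.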
Mdm2-MdmX inh – disrupts the human Mdm2-MdmX interaction; SaOS-2 split-luciferase Mdm2/MdmX complementation, luminescence; inhibition, % at 8 µM; actives 3% (n = 330,000);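 active = inhibition of at least 50% at 8 µM in the primary screen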
Target sequence (O15151 whole entry, looked up): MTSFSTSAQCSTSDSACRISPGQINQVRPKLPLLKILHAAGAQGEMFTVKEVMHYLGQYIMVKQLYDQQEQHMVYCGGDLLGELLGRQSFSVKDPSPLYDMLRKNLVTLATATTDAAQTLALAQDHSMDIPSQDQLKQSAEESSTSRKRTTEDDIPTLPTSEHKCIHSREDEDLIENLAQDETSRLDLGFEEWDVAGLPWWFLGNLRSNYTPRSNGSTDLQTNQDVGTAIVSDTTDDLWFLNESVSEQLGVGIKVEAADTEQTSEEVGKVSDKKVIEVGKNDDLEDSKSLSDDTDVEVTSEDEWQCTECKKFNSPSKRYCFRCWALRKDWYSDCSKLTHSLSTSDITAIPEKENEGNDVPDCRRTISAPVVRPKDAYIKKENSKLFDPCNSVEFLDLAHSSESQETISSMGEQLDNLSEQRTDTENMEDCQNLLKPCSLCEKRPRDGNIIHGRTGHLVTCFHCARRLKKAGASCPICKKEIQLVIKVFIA
Target sequence (Q00987 whole entry, looked up): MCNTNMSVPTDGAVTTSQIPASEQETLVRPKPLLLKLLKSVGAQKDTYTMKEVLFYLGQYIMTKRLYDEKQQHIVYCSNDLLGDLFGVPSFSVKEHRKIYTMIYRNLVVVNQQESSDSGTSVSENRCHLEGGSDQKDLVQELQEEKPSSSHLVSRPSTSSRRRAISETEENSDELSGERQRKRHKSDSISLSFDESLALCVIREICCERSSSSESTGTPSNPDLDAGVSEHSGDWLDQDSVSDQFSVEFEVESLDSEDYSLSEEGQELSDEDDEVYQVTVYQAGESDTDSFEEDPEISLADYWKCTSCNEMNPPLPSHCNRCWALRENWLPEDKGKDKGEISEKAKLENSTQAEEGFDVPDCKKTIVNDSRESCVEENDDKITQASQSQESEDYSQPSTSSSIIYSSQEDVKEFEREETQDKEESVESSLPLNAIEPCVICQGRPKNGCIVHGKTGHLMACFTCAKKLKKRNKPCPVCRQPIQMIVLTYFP
* = called active by the depositor; . = not tested or not shown; & = joins results of further samples. Hits appear at their usual frequency, and some 5% of all compounds hit somewhere here.

SMILES	XBP1 UPR activ	697 NFkB inh	Gli-Sufu block	Jurkat NFkB inh	CXCR6 inh	EBI2 block	CCR6 antagonist	UPR CHOP act	Mdm2-MdmX inh
OCCCn1c(C2CCCN2c2nc(-c3ccc(Cl)cc3)cs2)nc2cc(C(F)(F)F)ccc21 (configuration not stated)	-1	3	5	-3	-1	-14	20	1.6	13
O=C(O)Cc1ccc(NC(=O)c2cnccn2)cc1	0	14	3	-1	2	-1	5	0.4	19
C=CCNc1ccc(F)c(F)c1N1CCCCCC1=O	-5	-3	-6	7	0	-6	-25	-4.4	20
COc1ccc(OC)c(C(=O)CN2CCN(S(=O)(=O)c3ccc(Br)cc3)CC2)c1	-5	2	-3	14	6	8	13	0.8	-2
Cc1ccc(N2OC3C(=O)NC(=O)C3C2c2ccco2)cc1 (configuration not stated)	0	9	-19	0	5	-5	13	-1.5	-14
Cc1ccc(OCc2nnc(SCc3nc4ccccc4[nH]3)n2Cc2ccco2)cc1	-5	-22	36	4	-9	7	-11	4.9	27
Cc1cc(SCC(=O)c2cc3ccccc3o2)nc2ccccc12	0	8	6	-13	-5	5	10	4.5	-8
CCS(=O)(=O)NCCc1csc(-c2ccccc2)n1	3	23	-11	-13	-7	-3	3	3.5	18
Cc1cc(=S)cc(C)n1CCCn1ccnc1	4	8	-38	8	5	-1	18	-0.7	6
COc1ccc(CNC(=O)CN2C(=O)COc3ccc(S(=O)(=O)NC4CCCC4)cc32)cc1	-4	-31	-2	-2	-2	-11	10	1.8	22
S=C(Nc1ccc2nsnc2c1)N1CCCCC1	.	.	-6	.	-11	3	5	.	.
N#Cc1ccsc1NC(=O)C1=COCCO1	0	5	-4	0	2	-8	12	-0.8	7
O=c1c(Cl)c(NCC2CCCO2)cnn1C12CC3CC(CC(C3)C1)C2 (configuration not stated)	1	11	-12	1	-2	3	-6	-1.0	-19
CC1=Nn2c(nnc2-c2ccccc2)SC1	2	-8	5	-7	-3	-4	-8	-9.3	-3
O=C(CCSc1nnc(-c2ccc(O)cc2)o1)N1CCOCC1	-4	-7	-4	-8	2	-2	2	-0.9	17
O=C1N=c2ccccc2=C1c1sc(=S)n(-c2ccc(O)cc2)c1O	-1	-3	1	-12	17	2	31	0.7	26
Cn1nnnc1Sc1ncnc2scc(-c3ccc(Cl)cc3)c12	46*	-56	26	8	4	17	15	1.2	100*
NC(=O)NC(CC(=O)N1CCc2ccccc2C1)c1ccc(Cl)cc1 (configuration not stated)	-1	11	-4	7	6	-1	9	-0.6	6
Cc1cc(C)nc(N2CCCC(C(=O)NCC(c3ccccc3)c3ccccc3)C2)n1 (configuration not stated)	1	1	4	8	2	9	-4	-1.5	-14
Cc1ccc(-c2c(C(=O)O)c(C(=O)O)c3n2CSC3)cc1	-3	8	1	-9	1	-5	-6	0.4	-15

Random excerpt: six compounds from above, in no set order.
SMILES	XBP1 UPR activ	697 NFkB inh	Gli-Sufu block	Jurkat NFkB inh	CXCR6 inh	EBI2 block	CCR6 antagonist	UPR CHOP act	Mdm2-MdmX inh
COc1ccc(CNC(=O)CN2C(=O)COc3ccc(S(=O)(=O)NC4CCCC4)cc32)cc1	-4	-31	-2	-2	-2	-11	10	1.8	22
O=C(O)Cc1ccc(NC(=O)c2cnccn2)cc1	0	14	3	-1	2	-1	5	0.4	19
CCS(=O)(=O)NCCc1csc(-c2ccccc2)n1	3	23	-11	-13	-7	-3	3	3.5	18
S=C(Nc1ccc2nsnc2c1)N1CCCCC1	.	.	-6	.	-11	3	5	.	.
Cc1ccc(OCc2nnc(SCc3nc4ccccc4[nH]3)n2Cc2ccco2)cc1	-5	-22	36	4	-9	7	-11	4.9	27
NC(=O)NC(CC(=O)N1CCc2ccccc2C1)c1ccc(Cl)cc1 (configuration not stated)	-1	11	-4	7	6	-1	9	-0.6	6

Other records:
SMILES	XBP1 UPR activ	697 NFkB inh	Gli-Sufu block	Jurkat NFkB inh	CXCR6 inh	EBI2 block	CCR6 antagonist	UPR CHOP act	Mdm2-MdmX inh
CCN(C(=O)c1cc(Cl)ccc1OC)c1ccccc1	-1	-6	10	-8	9	7	6	-2.2	5
CC(C)c1c(C(=O)N/N=C/c2ccc3c(c2)OCO3)nnn1-c1nonc1N	0	11	-9	13	-6	0	8	0.9	24
CCCCCC(=O)NNC(=O)c1c(O)c2ccccc2n(CC)c1=O	-3	-7	0	-17	4	0	18	-3.0	48
CCN(CC)S(=O)(=O)c1ccc(Cl)c(C(=O)NCCN2CCOCC2)c1	0	2	6	10	-3	-4	-2	0.4	-3
COc1ccc(C2C(C#N)=C(N)N(c3ccccc3C#N)C3=C2C(=O)CCC3)cc1CN1CCCC1 (configuration not stated)	-1	13	4	-4	12	8	7	0.1	11
O=C(NCCCN1CCOCC1)C(=O)N/N=C/c1ccccc1	-1	18	-9	3	-11	-1	0	-2.1	6
COC(=O)C/C=C/N(Cc1ccccc1OC)S(=O)(=O)CCl	-1	3	3	.	13	-9	8	0.4	20
O=C(Cn1c(CO)nc2ccccc21)Nc1cc(C(F)(F)F)ccc1N1CCOCC1	-2	23	6	7	-1	8	8	-0.3	-10
CC(C)OCCCNC(=O)CNC(=O)c1cccs1	-4	14	-1	18	-4	2	-5	-0.4	13
COc1cc(NC(=S)NC(=O)c2ccccc2F)ccc1NC(=O)c1cccs1	-2	-21	-32	-16	16	-8	23	0.6	19
O=C(NC1CCCCNC1=O)c1ccc(Cl)cc1 (configuration not stated)	6	0	-9	-16	-5	-5	-4	3.3	15
CCC(C)NC(=O)c1c(F)c(F)c(F)c(F)c1F (configuration not stated)	0	17	1	1	-7	-10	11	-0.3	-2
COc1ccc(/C=C/C(=O)Nc2cc(S(=O)(=O)N3CCCCC3)ccc2N2CCCCC2)cc1OC	-3	6	14	7	-8	13	6	3.1	-9
O=C(CN1CCN(Cc2ccc3c(c2)OCO3)CC1)N1CCc2[nH]c3ccc(F)cc3c2C1	1	6	-21	-3	12	-3	-5	-0.5	44
O=C(c1cc2cc(Cl)ccc2o1)N1CCCC1	0	-20	32	-23	5	4	12	3.9	0
C(C#CCCCCCCCCC[n+]1ccccc1)#CCCCCCCCCC[n+]1ccccc1	.	.	87*	.	-7&-2	-1&-10	0&3	.	.
CCn1cc(/C=N\NC(=O)C2(C)CC2(Cl)Cl)c(C)n1 (configuration not stated)	-2	-12	2	16	-8	-6	5	3.9	0
O=S(=O)(NCc1ccccn1)c1ccc(Cl)c(C(F)(F)F)c1	1	-19	2	2	-1	-10	4	0.1	5
Cn1c(=O)[nH]c2cc(Cl)cnc21	-1	-3	-17	-5	-8	-13	14	0.2	-24
COc1ccc(C2=Nn3c(nnc3-c3cc(C)[nH]n3)SC2)cc1	8	29	12	11	10	1	7	1.0	60*
Cc1csc(SCC(=O)NCCc2ccc(Cl)cc2Cl)n1	-1	6	1	0	3	19	9	-3.2	21
Cc1nc(S(=O)(=O)c2ccc(Cl)cc2)c(N(C)C)o1	-3	8	3	10	1	-2	10	-0.8	-7
CCOC(=O)NN=C1c2ccccc2-c2ccccc21	-5	11	2	-2	8	-7	-13	2.5	11
O=C(NCC1CCCN1S(=O)(=O)c1cccs1)C(=O)Nc1ccc(F)cc1 (configuration not stated)	4	12	-14	-8	4	-5	4	3.5	-1
O=C(/C(=C/c1ccc(Cl)cc1)c1nc2ccccc2[nH]1)c1ccccc1	0	-87	-55	0	12	50*	18	211*	100*
COc1cc(OC)c(-c2c3cc(O)c(=O)cc-3oc3cc(O)c(O)cc23)cc1OC	-2	2	13	0	32	1	64*	-2.3	22
Cc1cccc2c3c([nH]c12)CCN(C)C3	-8	1	12	5	9	-2	2	-0.8	16
COC(=O)[C@@H]1C[C@@]2(O)[C@@H](O)[C@@H](O)[C@@H](O)C[C@H]2N1CC1CCCCC1	-2	25	-10	17	-4	-5	5	-2.7	7
COc1cc(C=O)ccc1OCCOCCOc1ccccc1Cl	0	14	-3	-4	2	1	15	3.3	18
Cc1ccc2c(C)c(C(=O)N3CCC(O)(c4ccccc4)CC3)oc2c1C	1	3	26	4	-4	29	-8	-0.4	9
CCC(C(=O)NC1CCCC1)N(C(=O)c1snc(C(N)=O)c1N)c1ccc(OC)cc1 (configuration not stated)	6	9	7	4	3	-12	5	0.2	23
CC(=O)c1cccc(NC(=O)CC2Oc3ccc(C)cc3NC2=O)c1 (configuration not stated)	-2	-3	12	9	-6	3	4	0.0	-11
CC(=O)c1c(C)n(-c2ccc(Cl)cc2)c2ccc(O)cc12	-3	8	14	-5	3	-9	-9	1.0	25
O=C(C[n+]1ccc(Cc2ccccc2)cc1)Nc1ccc([N+](=O)[O-])cc1Cl	-4	11	35	6	-14	4	-13	0.6	15
Cc1ccc2c(c1)[nH]c1c(=O)n(Cc3ccccn3)cnc12	-1	-14	1	-20	-18	-10	-6	2.1	14
O=C(Nc1cccc(-c2cscn2)c1)C1CCN(Cc2ccc(CO)o2)CC1	-3	-16	7	-7	-1	-8	8	1.1	13
O=C(O)c1ccc(NC(=O)c2ccc3c(c2)C(=O)N(c2ccccc2)C3=O)cc1	1	5	-5	-9	-5	-1	-4	4.2	-17
Cc1nnc(SCc2cccc([N+](=O)[O-])c2)[nH]c1=O	1	-4	-2	12	-1	-4	1	-0.8	-16
O=C(COC(=O)CCc1ccc(S(=O)(=O)N2CCOCC2)cc1)NC(=O)NC1CCCCC1	-3	2	2	-2	-7	0	-1	-0.6	-10
Cc1ccc(OCc2nnc(SC(C)C(=O)O)n2Cc2ccccc2)cc1 (configuration not stated)	0	-22	-1	-15	6	2	-6	-0.1	-30
O=C(CO/N=C/c1ccccc1O)NNC(=O)c1ccccc1Cl	0	11	2	-1	8	-17	-6	4.7	-9
CC(=O)Nc1sc(C)c(C)c1C(=O)OCC(=O)Nc1ccc(S(N)(=O)=O)cc1	1	4	8	-8	2	4	-5	0.5	9
O=C1c2ccccc2C(=O)N1CCCc1c[nH]c2ccc(Cl)cc12	1	0	2	3	1	11	18	2.6	11
Cc1ccc(C(=O)CCC(=O)Nc2ncccc2O)cc1	1	-47	-25	2	-7	-15	-13	1.5	-13
O=C1CN(C(=O)CNC(=O)c2ccccc2Cl)c2ccccc2N1	-2	14	-15	15	4	4	11	-0.3	5
O=C(CN1C(=O)C2C3C=CC(C3)C2C1=O)NCCc1ccccc1Cl (configuration not stated)	3	14	3	-9	7	-1	4	0.4	-2
O=C(Cn1nnc(-c2cccs2)n1)NCc1ccccc1	2	17	-10	7	0	-12	13	1.9	-5
Cc1cc(-c2ccc(C(C)C)c(S(=O)(=O)NCCN3CCC(C)CC3)c2)on1	-2	-1	26	-4	3	-10	32	0.2	27
COc1ccc(S(=O)(=O)N2CCN(C(=S)NC3CCCCC3)CC2)cc1	-4	11	-6	7	-2	-12	1	-1.4	-11
O=c1c(-c2n[nH]c(=S)o2)cccn1Cc1ccccc1	0	15	-5	-8	0	-2	4	1.6	6
Cc1cc(C)cc(CSCC(=O)N/N=C/c2ccc(OCC(=O)NCc3ccco3)cc2)c1	1	7	-9	6	9	3	8	0.3	-2
CCOCC(=O)Nc1c(C(=O)N2CCN(c3ncccn3)CC2)oc2ccccc12	-3	-1	2	-3	2	-5	17	1.8	42
